OXTR agonist: activates the human oxytocin receptor; P30559; CHO-OTR cells, Fluo-8 calcium fluorescence; normalized: DMSO 0%, oxytocin 100%; activation, % at 3 µM; hit rate 0.32% among 320,000; AID 2435;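 active means activation above the mean of all tested compounds plus 3 SD, cutoff set per screening run, cut at about 20% in these data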;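 further: peak over basal fluorescence ratio from a 100 s FLIPR kinetic read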
MEKK3 PB1 HTS: modulators (inhibitors or enhancers) of MEK5 binding to human MEKK3 PB1 domain; Q99759; bead-based flow cytometry, Alexa488-MEK5 binding to MEKK3; actives lie on both sides; 0 = blocked by unlabeled MEK5, 100 = vehicle; binding response (% of control), % at 10 µM; hit rate 1.4% among 290,000;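 active means binding response more than 3 SD above or below the average of its plate-row segment, actives on both sides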;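 further: Alexa488 bead fluorescence after subtracting the streptavidin-only scavenger bead signal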
Target sequence (Q99759 whole entry, looked up, the tested form may be a part): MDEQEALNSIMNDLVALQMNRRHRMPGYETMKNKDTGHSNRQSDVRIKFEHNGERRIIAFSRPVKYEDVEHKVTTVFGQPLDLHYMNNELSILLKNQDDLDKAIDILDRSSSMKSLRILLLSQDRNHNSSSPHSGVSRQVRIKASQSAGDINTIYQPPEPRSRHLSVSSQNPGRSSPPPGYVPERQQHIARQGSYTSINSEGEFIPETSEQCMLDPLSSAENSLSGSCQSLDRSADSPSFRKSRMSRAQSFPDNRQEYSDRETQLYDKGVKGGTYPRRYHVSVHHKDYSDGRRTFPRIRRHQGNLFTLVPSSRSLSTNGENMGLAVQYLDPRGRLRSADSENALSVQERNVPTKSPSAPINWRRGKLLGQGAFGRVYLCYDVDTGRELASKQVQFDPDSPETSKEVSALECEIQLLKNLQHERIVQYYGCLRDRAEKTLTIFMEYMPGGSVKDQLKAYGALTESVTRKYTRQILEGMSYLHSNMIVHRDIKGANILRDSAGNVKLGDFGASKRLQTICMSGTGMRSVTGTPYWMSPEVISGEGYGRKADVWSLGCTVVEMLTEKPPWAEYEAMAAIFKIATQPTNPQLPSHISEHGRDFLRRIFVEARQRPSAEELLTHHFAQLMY
PHOSPHO1 inh: PHOSPHO1 (human) inhibition; recombinant PHOSPHO1, absorbance phosphatase assay; inhibition, % at 13.3 µM; hit rate 1.1% among 290,000; AID 1565; in the data active means inhibition above about 60%
Target sequence (Q8TCT1 whole entry, looked up): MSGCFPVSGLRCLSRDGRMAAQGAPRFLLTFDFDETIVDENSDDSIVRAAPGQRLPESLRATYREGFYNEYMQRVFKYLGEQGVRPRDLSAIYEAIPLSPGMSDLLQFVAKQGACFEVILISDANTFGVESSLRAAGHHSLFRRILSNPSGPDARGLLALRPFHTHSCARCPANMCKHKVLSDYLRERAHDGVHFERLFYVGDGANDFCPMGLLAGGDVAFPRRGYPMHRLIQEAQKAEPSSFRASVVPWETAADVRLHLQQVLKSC
MEKK2mut PB1 HTS: signal of MEK5 binding to mutant human MEKK2 PB1 domain; percent response, % at 10 µM; AID 1530; bead flow cytometry, Alexa488-MEK5 binding to MEKK2 mutant; hit rate 0.35% among 290,000; in the data active means percent response above about 24%, passing the limit was not always enough; further: inactives centre near 1; some results filed as inactive read as strong as hits; reference of the scale not given here
FID counter: displaces DNA intercalator in HCV helicase counter-screen; DNA fluorescent intercalator displacement, fluorescence; inhibition, % at 7.9 µM; hit rate 0.17% among 290,000; in the data active means inhibition above about 37%;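 further: 0% = vehicle and 100% = reference compound; higher means more ethidium bromide displaced from hairpin DNA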
MEKK2wt PB1 HTS: raises or lowers MEK5 binding to wildtype human MEKK2 PB1 domain | Q9Y2U5 | bead flow cytometry, Alexa488-MEK5 binding to MEKK2 WT; actives lie on both sides | binding response (% of control), % at 10 µM | hit rate 1.1% among 290,000 | AID 1531; in the data active means binding response below about 67% or above about 130%
GPR7 antag: blocks human GPR7 receptor signaling; P48145; GPR7-expressing cells, fluorescence antagonist assay; inhibition, % at 4.4 µM; hit rate 1.1% among 290,000; AID 1861; in the data active means inhibition above about 16%, passing the limit was not always enough;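 further: cells stimulated with the agonist NPW; 0% = agonist with vehicle and 100% = vehicle without agonist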
PfM18AAP inh: blocks P. falciparum M18 aspartyl aminopeptidase; recombinant PfM18AAP, H-Glu-NHMec fluorogenic cleavage; inhibition, % at 7.35 µM; hit rate 1.2% among 290,000;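 active means inhibition above the campaign mean inhibition over all tested compounds plus 3 SD, cut at about 28% in these data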;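 further: 0% = plate median of test compound wells and 100% = 2 mM ZnCl2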
NALP1 inh: inhibitors of NALP1 inflammasome in yeast. S. cerevisiae NALP1/ASC/caspase-1 growth, X-gal OD620, 72 h. inhibition, % at 10 µM. hit rate 0.61% among 280,000; in the data active means inhibition mostly above about 24%, no sharp cut-off; inactive means mostly below about 32%; further: some compounds called inactive have numbers as strong as hits
An asterisk follows results filed as active; . = not tested or not shown.

Values run as follows: OXTR agonist, MEKK3 PB1 HTS, PHOSPHO1 inh, MEKK2mut PB1 HTS, FID counter, MEKK2wt PB1 HTS, GPR7 antag, PfM18AAP inh, NALP1 inh
- COc1ccccc1Nc1ncnc2c1c(C)c(C)n2CCCN(C)C
    1.9, 107, 28, 17, 6, 116, 5, -2, 23
- O=C(Nc1ccc2oc(-c3ccccc3)nc2c1)c1ccncc1
    6.6, 95, 1, -6, -20, 99, 7, -22, -6
- Cc1cc(C)c2[nH]c(=O)c(C(c3nnnn3CC3CCCO3)N3CCC(C)CC3)cc2c1 (stereo not given)
    -1.2, 100, -65, -6, -10, 94, -5, -5, -1
- O=C(c1ccncc1)N1CCN(c2ccc(F)cc2)CC1
    -0.7, 101, 6, 2, -1, 102, -14, 3, 14
- C=Cn1cc[n+](CC(=O)c2ccc(OC)c(OC)c2)c1
    0.6, 98, 10, 0, -4, 96, 3, 7, 19
- CC1CN(CCCOc2ccc([N+](=O)[O-])cc2)CC(C)O1 (stereo not given)
    -1.0, 104, 3, 0, 8, 101, 3, 2, 23
- Cc1nc(SCC(=O)NCCc2ccc(Cl)cc2)nc(C)c1C
    -1.2, 109, -8, 4, -23, 108, -14, 2, 2
- CCOc1ccccc1NC(=O)C(C)CC (stereo not given)
    -0.3, 103, 18, 1, 3, 100, -12, -6, 11
- CN(Cc1ccccc1)C(=O)c1ccc(Cl)c([N+](=O)[O-])c1
    -2.6, 98, 16, -1, -2, 100, -9, -4, 34
- CC(C)N(C)C(=O)CCc1nnc(CCc2c[nH]c3ccccc23)o1
    0.1, 101, 41, 6, -15, 100, -1, -2, -10
- Cc1ccnc(SCC(=O)c2cc3ccccc3o2)n1
    0.3, 63, -39, -12, 6, 75, -10, 1, 5
- O=C(c1cc(Cl)nc2ccccc12)N1CCc2ccccc2C1
    -2.2, 102, 20, -5, -23, 97, 2, -5, -16
- CCn1c(N)c(C(=O)NCc2cccnc2)sc1=S
    0.2, 99, 0, 2, -6, 99, -14, 10, -4
- CSc1nnc(-c2ccc(S(=O)(=O)N3CCOCC3)cc2)n1C
    -0.2, 100, 3, 6, -10, 101, -6, 3, 4
- O=C(CCN1CCN(c2ccccc2)CC1)NNC(=S)Nc1ccccc1
    -0.5, 99, -16, 0, -9, 103, -3, 19, -9
- O=S(=O)(Nc1ccc(F)cc1)N1CCOCC1
    0.2, 102, 32, 4, -4, 97, -2, -8, 2
- O=C(NCCc1c[nH]c2ccccc12)C1CCC(Cn2c(=S)[nH]c3ccccc3c2=O)CC1 (stereo not given)
    2.4, 103, 29, -3, -34, 93, -14, 1, 6
- O=C(NC1CCCCC1)C1(c2ccccc2)CC1(Cl)Cl (stereo not given)
    -1.7, 111, 7, -2, -9, 106, -1, -7, 26
- CC(C)NC(=O)C(=O)NCCN1CCN(C(=O)c2ccc(C(C)(C)C)cc2)CC1
    -0.4, 89, 34, -6, -30, 90, 1, -4, -24
- CC1(CCc2ccccc2)NC(=O)N(CC(=O)Nc2ccc3c(c2)OCCO3)C1=O (stereo not given)
    -0.9, 97, 12, -2, -17, 95, -12, 9, 2
- COc1ccc(NC(=O)CSc2nc3c(c(=O)n2-c2ccc(F)cc2)SCC3)c(OC)c1
    -2.0, 108, -7, 4, -9, 101, -6, -5, 33
- COc1ccc(-n2c(C)nc3c(cnn3-c3ccc(C)c(C)c3)c2=O)cc1
    1.8, 111, -18, 8, -8, 109, -9, 0, 1
- COc1ccc(/C=C(/NC(C)=O)C(=O)O)cc1
    0.3, ., 8, ., -2, ., -11, -6, 10
- CS(=O)(=O)N1CCc2cc(C(=O)N3CCN(c4cccc(Cl)c4)CC3)ccc21
    7.7, 100, 38, 1, -62, 104, 8, 1, 14
- COC(=O)c1[nH]c2c(c1C(=O)OC)CCc1ccccc1-2
    0.1, 101, 2, -1, -15, 99, -5, -9, 4
- COc1ccc(/C(C)=N/NC(=O)CNC(=O)Cc2ccccc2)c(OC)c1
    -1.6, 80, 33, -12, -12, 80, -4, -4, 7
- O=C1c2ccccc2NC(c2ccccc2)N1CCCN1CCOCC1 (stereo not given)
    0.7, 101, 44, -1, 8, 101, -4, -2, 24
- O=C(NNc1c2ccccc2nc2ccccc12)c1ccccc1O
    2.1, 100, 4, 1, 4, 101, -1, -5, 17
- NNc1nc(-c2ccccc2)cs1
    -1.1, 89, -2, -44, -1, 97, -1, 24, -21
- c1ccc(-c2nccnc2-c2ccccc2)cc1
    -2.6, 109, 14, 4, 0, 106, -3, -16, .

A section of the results above:
Values run as follows: OXTR agonist, MEKK3 PB1 HTS, PHOSPHO1 inh, MEKK2mut PB1 HTS, FID counter, MEKK2wt PB1 HTS, GPR7 antag, PfM18AAP inh, NALP1 inh
- COc1ccccc1Nc1ncnc2c1c(C)c(C)n2CCCN(C)C
    1.9, 107, 28, 17, 6, 116, 5, -2, 23
- O=C(Nc1ccc2oc(-c3ccccc3)nc2c1)c1ccncc1
    6.6, 95, 1, -6, -20, 99, 7, -22, -6

A few values from the results shown.
Under PHOSPHO1 inh, `COc1ccc(-n2c(C)nc3c(cnn3-c3ccc(C)c(C)c3)c2=O)cc1` reads -18
Under PfM18AAP inh, `COc1ccccc1Nc1ncnc2c1c(C)c(C)n2CCCN(C)C` reads -2
Under OXTR agonist, `c1ccc(-c2nccnc2-c2ccccc2)cc1` reads -2.6
Under FID counter, `O=C(c1ccncc1)N1CCN(c2ccc(F)cc2)CC1` reads -1
Under PfM18AAP inh, `Cc1nc(SCC(=O)NCCc2ccc(Cl)cc2)nc(C)c1C` reads 2

Continued.
Values run as follows: OXTR agonist, MEKK3 PB1 HTS, PHOSPHO1 inh, MEKK2mut PB1 HTS, FID counter, MEKK2wt PB1 HTS, GPR7 antag, PfM18AAP inh, NALP1 inh
- CN(C)CCNC(=O)c1c(O)c2c([nH]c1=O)CCCC2
    1.5, 90, -7, -4, 7, 97, 6, -4, -8
- O=C(NCCN1CCOCC1)c1cc(-c2ccco2)on1
    0.8, ., -17, ., -4, ., -2, 1, -4
- NC(=O)N/N=C/c1c(F)cccc1F
    2.4, 102, 4, 3, 1, 103, -9, 2, 17
- O=C(Nc1ccc(C(=O)N2CCCC2)cc1)c1ccc(F)cc1Cl
    -1.2, 102, 53, 9, -19, 106, -4, 3, -9
- COc1ccc(S(=O)(=O)Oc2c(OC)cc(C(=S)N3CCOCC3)cc2OC)cc1
    1.6, 106, 34, 3, -27, 104, -19, 28*, -7
- COC(=O)c1c(NS(=O)(=O)Cc2ccccc2)sc2c1CCCC2
    -2.2, 95, 71*, -1, -15, 95, -2, 5, 29
- O=C(CSc1nc2c([nH]c3ccccc32)c(=O)n1-c1ccccc1)NCC1CCCO1 (stereo not given)
    -1.4, 99, 26, 4, -43, 100, -6, -3, 9
- COCCCNc1nc2nonc2nc1N1C[C@H]2CC[C@H]1C2
    -1.0, 100, 31, 9, -6, 99, -22, 3, 8
- CC(C(=O)Nc1ccc(S(=O)(=O)N2CCOCC2)cc1)N1C(=O)C2CC=CCC2C1=O (stereo not given)
    -0.1, 101, -24, 6, -6, 101, 0, 5, 6
- CCOc1ccc(Oc2ccc(NC(=O)[C@@H](NC(N)=O)[C@@H](C)CC)cc2)cc1
    1.0, 111, 44, 4, -4, 111, -9, -6, .
- O=C1NC(c2ccccc2)=C(c2nc3ccccc3s2)C(c2ccc(O)cc2)N1 (stereo not given)
    1.6, 101, 26, 2, -28, 96, -1, 10, 12
- CCn1nc(NC(=O)c2ccco2)c2cc3ccccc3nc21
    0.8, 93, -8, -5, -2, 97, -11, -4, 5
- COCCCNc1oc(COc2ccc(Cl)cc2Cl)nc1C#N
    1.7, 97, -9, -3, -14, 100, 2, 7, 12
- CCSc1nnc(-c2ccc(Cl)cc2)c2ccccc12
    -1.6, 59, 27, -17, 1, 65, -10, 0, 12
- O=C1CSC(c2ccccn2)N1c1cccc(Cl)c1 (stereo not given)
    -0.1, 95, 15, -2, -15, 101, -12, 7, 15
- COc1ccc(-c2cc(C(=O)N/N=C/c3ccc(OC)c(COCC(F)(F)C(F)F)c3)c3ccccc3n2)c(OC)c1
    0.2, 106, 12, 9, -11, 104, -3, 7, 18
- COC(=O)C(NC(=O)c1ccc(C)cc1)(Nc1cccc(C)n1)C(F)(F)F (stereo not given)
    -2.2, 92, -18, -4, -1, 102, -3, -1, 8
- CCc1cc2c(COC(=O)c3c(C)noc3C)cc(=O)oc2cc1O
    0.8, 103, -14, -3, -4, 99, -13, -12, -10
- O=C(CSc1nnc(-c2ccc(S(=O)(=O)N3CCCC3)cc2)o1)NCc1ccccc1
    -0.5, 124, -5, 25, -18, 129, -4, 2, -127
- CCn1c(NCc2cc(OC)ccc2OC)nc2ccccc21
    -0.1, 115, 18, 5, 15, 116, 1, -10, 14
- COc1ccccc1NC(=O)NCCN1CCN(C(=O)Nc2ccccc2OC)CC1
    -0.4, 95, 36, -9, -5, 95, 1, -4, -6
- O=C(O)/C=C/C(=O)Nc1ccccc1C(=O)Nc1ccccc1
    -0.1, 112, 59, 4, -3, 110, 1, 3, 24
- Oc1c(Cl)cc(Cl)cc1/C=N/c1nccs1
    0.3, 103, 56, 4, -3, 103, -1, 5, 26
- CC(C)(C)C(=O)Nc1nnc(Cc2ccccc2)s1
    -1.9, 97, 1, 4, -14, 104, -3, 2, 0
- O=C(COc1ccc(Cl)cc1)NC1CCSC1=O (stereo not given)
    -0.2, 104, -34, 8, 1, 107, -2, -9, 3
- CN(Cc1c(C(=O)N/N=C/c2ccc(O)cc2)nnn1-c1nonc1N)c1ccccc1
    3.9, 103, 53, 6, -23, 100, 3, 9, 9
- CCc1ccc(-c2nc(CN3CCC(C(=O)NCc4ccccc4OC)CC3)c(C)o2)cc1
    1.4, 104, 77*, 16, 15, 156*, -2, -5, -15
- c1ccc(CN2CN=C(Nc3nc4ccccc4s3)NC2)cc1
    0.7, 104, 13, 0, -1, 106, -3, 5, -16
- Cn1c(SCC(=O)O)nc2ccccc2c1=O
    0.1, 100, -8, -5, 2, 95, -10, 3, 20
- CCOC(=O)c1cc(C(=O)OCC)c(=O)[nH]c1C
    -1.9, 91, 10, -1, 3, 94, -13, -4, 10

Single records (already shown):
O=C(CSc1nc2c([nH]c3ccccc32)c(=O)n1-c1ccccc1)NCC1CCCO1 (stereo not given) reads OXTR agonist = -1.4; MEKK3 PB1 HTS = 99; PHOSPHO1 inh = 26; MEKK2mut PB1 HTS = 4; FID counter = -43; MEKK2wt PB1 HTS = 100; GPR7 antag = -6; PfM18AAP inh = -3; NALP1 inh = 9
CC(C)(C)C(=O)Nc1nnc(Cc2ccccc2)s1 reads OXTR agonist = -1.9; MEKK3 PB1 HTS = 97; PHOSPHO1 inh = 1; MEKK2mut PB1 HTS = 4; FID counter = -14; MEKK2wt PB1 HTS = 104; GPR7 antag = -3; PfM18AAP inh = 2; NALP1 inh = 0

The results go on:
Structure | OXTR agonist | MEKK3 PB1 HTS | PHOSPHO1 inh | MEKK2mut PB1 HTS | FID counter | MEKK2wt PB1 HTS | GPR7 antag | PfM18AAP inh | NALP1 inh
Cc1ccc(N(CC(=O)Nc2ccc(S(=O)(=O)N3CCOCC3)cc2)S(C)(=O)=O)cc1C | 3.6 | 111 | 9 | 4 | -25 | 102 | 3 | 6 | 8
O=C1CC2(CCCCCC2)Oc2ccc(Cl)cc21 | -1.1 | 96 | . | 1 | . | 99 | . | . | .
COC(=O)c1ccc(OC(=O)CCc2cc(OC)c(OC)c(OC)c2)cc1 | 2.0 | . | 8 | . | -24 | . | -5 | 2 | -10
Cc1ccc(C)n1-c1ncn[nH]1 | -0.3 | 108 | -38 | 3 | -3 | 107 | -2 | 20 | -1
N#C/C(=C(/O)c1ccc(Cl)cc1)c1nc2ccccc2[nH]1 | 0.5 | 97 | 23 | -1 | -4 | 97 | -3 | 1 | 34

Bioassay records as filed in PubChem.
